Screens: PubChem BioAssay, Sanford-Burnham Center for Chemical Genomics
EBI2 antag: blocks human EBI2 receptor beta-arrestin signaling | P32249 | EBI2 beta-arrestin recruitment, luminescence, 7a,25-OHC stimulated | inhibition, % at 5 µM | hit rate 0.81% among 360,000 | AID 651636; in the data active = inhibition above about 38%;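 also: enzyme fragment complementation signal reports receptor beta-arrestin coupling in cells; 0% = agonist plus DMSO wells and 100% = wells without agonist; some results beyond the cut were filed as inactive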
NR3A LBD binder: NR3A (human) ligand-binding domain modulation. Tm shift relative to glycine control, % at 25 µM. AID 1259313. NR3A LBD differential scanning fluorimetry, Tm shift; 0% = protein alone, 100% = glycine-bound protein. hit rate 2.5% among 340,000;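 active = melting temperature shift of at least 10% of the positive control shift, at one fixed dose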
Gli-Sufu antag: blocks Gli-Sufu signaling in a luciferase reporter | Sufu-KO-LIGHT fibroblasts, Gli luciferase reporter luminescence | AID 588413 | inhibition, % at 5 µM | hit rate 0.74% among 340,000;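 active = inhibition above about 55%, limit read from the data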;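 also: 0% = DMSO-treated cells and 100% = wells with medium but no cells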
APOBEC3G inh: APOBEC3G (human) deaminase inhibition; recombinant A3G, ssDNA deamination FAM/TAMRA fluorescence; inhibition, % at 20 µM; hit rate 0.28% among 330,000; AID 493012;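 active = inhibition of at least 40% at 20 µM, with no more than 30% in the related APOBEC3A deaminase screen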;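 also: plate controls were DMSO wells with A3G for no effect and wells lacking A3G enzyme for full effect; some compounds called inactive have numbers as strong as hits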
Target sequence (Q9HC16 whole entry, looked up): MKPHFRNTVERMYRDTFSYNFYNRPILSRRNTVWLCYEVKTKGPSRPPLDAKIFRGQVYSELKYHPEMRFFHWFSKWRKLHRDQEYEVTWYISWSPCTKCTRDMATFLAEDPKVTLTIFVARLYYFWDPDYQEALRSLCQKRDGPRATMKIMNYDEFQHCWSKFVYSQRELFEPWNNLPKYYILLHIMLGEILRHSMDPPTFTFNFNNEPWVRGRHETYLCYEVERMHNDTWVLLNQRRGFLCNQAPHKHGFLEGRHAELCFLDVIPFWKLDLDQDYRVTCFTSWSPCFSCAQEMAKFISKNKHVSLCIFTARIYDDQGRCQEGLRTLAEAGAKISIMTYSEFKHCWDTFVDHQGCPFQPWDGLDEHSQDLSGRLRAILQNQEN
APOBEC3A inh: human APOBEC3A DNA deaminase inhibition; inhibition, % at 20 µM; hit rate 0.41% among 330,000; recombinant A3A, FAM/TAMRA ssDNA deamination fluorescence;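 active = at least 40% inhibition at 20 µM here, with at most 30% in a related deaminase screen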;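 also: plate controls were A3A with DMSO for no effect and wells lacking A3A enzyme for full effect; some results filed as inactive read as strong as hits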
Target sequence (P31941 whole entry, looked up): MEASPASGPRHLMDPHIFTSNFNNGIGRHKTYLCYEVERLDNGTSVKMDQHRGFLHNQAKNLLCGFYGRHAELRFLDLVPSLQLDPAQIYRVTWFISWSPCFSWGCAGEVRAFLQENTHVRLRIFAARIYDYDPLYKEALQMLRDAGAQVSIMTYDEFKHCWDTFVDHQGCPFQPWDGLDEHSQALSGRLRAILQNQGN
MPTP block: inhibitors of mitochondrial permeability transition pore. AID 602449. inhibition, % at 10 µM. hit rate 1.4% among 360,000. isolated mouse mitochondria, Ca2+ swelling absorbance, 30 min;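 active = inhibition of 50% or more, scaled per plate between neutral and stimulator controls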;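 also: 0% = DMSO wells given calcium and 100% = 1 mM EGTA wells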
CCR6 antag: antagonists of human CCR6 receptor | P51684 | CHO-K1 CCR6 PathHunter beta-arrestin, luminescence, CCL20-stimulated | inhibition, % at 20 µM | hit rate 0.49% among 340,000;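 active = compounds whose inhibition of the agonist-driven luminescence signal at 20 µM reaches about 50%, limit read from the data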;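 also: cells stimulated with CCL20 at 14 nM final; plate controls were DMSO with CCL20 for no effect and DMSO without agonist for full effect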
Target sequence (P51684 whole entry, looked up): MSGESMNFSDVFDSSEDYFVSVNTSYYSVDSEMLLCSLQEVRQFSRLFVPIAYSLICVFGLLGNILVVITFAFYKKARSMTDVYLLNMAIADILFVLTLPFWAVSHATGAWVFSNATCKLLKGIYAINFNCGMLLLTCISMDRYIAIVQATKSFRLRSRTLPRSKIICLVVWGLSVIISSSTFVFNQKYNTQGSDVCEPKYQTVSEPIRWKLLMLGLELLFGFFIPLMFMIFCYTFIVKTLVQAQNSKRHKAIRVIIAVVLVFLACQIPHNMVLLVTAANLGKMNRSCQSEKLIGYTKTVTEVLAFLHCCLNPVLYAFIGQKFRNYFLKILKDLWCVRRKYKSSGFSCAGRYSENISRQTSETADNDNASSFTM
CXCR6 block: blocks human CXCR6 beta-arrestin recruitment; O00574; CHO-K1 PathHunter CXCR6 beta-arrestin, luminescence; inhibition, % at 20 µM; hit rate 0.36% among 360,000; AID 602244; in the data active = inhibition above about 34%, passing the limit was not always enough;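 also: antagonist mode with CXCL16 agonist at 10 nM final; 0% = 10 nM CXCL16 with DMSO and 100% = unstimulated wells without agonist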
Active calls of the source: *.

Results for CCc1ccc(N(CC(=O)NC2CCCCC2)C(=O)CCC(=O)Nc2ccccn2)cc1 ?
EBI2 antag: 14; NR3A LBD binder: -4; Gli-Sufu antag: -2; APOBEC3G inh: -12; APOBEC3A inh: -3; MPTP block: -1.2; CCR6 antag: 15; CXCR6 block: -1

How did O=C(CCN1C(=O)/C(=C\c2ccccc2F)SC1=S)Nc1ccc(C(=O)O)c(O)c1 do in these assays?
EBI2 antag: 1; APOBEC3G inh: -7; APOBEC3A inh: -3; MPTP block: -1.9; CXCR6 block: 6

Results for CC(C)(C)Sc1ccc([N+](=O)[O-])cc1C(=O)Nc1ccncc1 ?
EBI2 antag: -8; NR3A LBD binder: 1; Gli-Sufu antag: -3; APOBEC3G inh: -4; APOBEC3A inh: -1; MPTP block: 2.1; CCR6 antag: -12; CXCR6 block: -12

What do the screens show for `CC(=O)CSc1nnc(NC(=O)CCc2ccccc2)s1`?
EBI2 antag: -1; NR3A LBD binder: -1; Gli-Sufu antag: 0; APOBEC3G inh: 3; APOBEC3A inh: 2; MPTP block: -1.1; CCR6 antag: -2; CXCR6 block: 0

Results for C=CCOC(=O)C1=C[C@H](c2coc3ccccc3c2=O)C[C@H](OCCCCO)O1 ?
EBI2 antag: 5; NR3A LBD binder: 3; Gli-Sufu antag: 2; APOBEC3G inh: -2; APOBEC3A inh: -4; MPTP block: 0.4; CCR6 antag: 0; CXCR6 block: -13

Results for Brc1ccc2ncnc(NCc3cccnc3)c2c1 ?
EBI2 antag: 4; NR3A LBD binder: 5; Gli-Sufu antag: -15; APOBEC3G inh: -9; APOBEC3A inh: -2; MPTP block: 0.9; CCR6 antag: 6; CXCR6 block: 0

What do the screens show for `COc1cccc(S(=O)(=O)Nc2ccc3c(c2)OCCO3)c1`?
EBI2 antag: 4; NR3A LBD binder: -1; Gli-Sufu antag: -6; APOBEC3G inh: -3; APOBEC3A inh: -5; MPTP block: 0.0; CCR6 antag: -7; CXCR6 block: -1

How did CCOCCOC(=O)c1cccc2c1-c1ccccc1C2=O do in these assays?
EBI2 antag: -13; NR3A LBD binder: 1; Gli-Sufu antag: -1; APOBEC3G inh: -5; APOBEC3A inh: -1; MPTP block: 1.0; CCR6 antag: 8; CXCR6 block: -11

What do the screens show for `CCC(=O)N/N=C(\C)CC(=O)Nc1ccccc1-c1ccccc1`?
EBI2 antag: -10; NR3A LBD binder: -1; Gli-Sufu antag: -4; APOBEC3G inh: 0; APOBEC3A inh: 3; MPTP block: 0.1; CCR6 antag: -12; CXCR6 block: -5

How did CCN1CCN(c2ccc(S(=O)(=O)N3CCCCC3)cc2NC(=O)Cc2ccccc2F)CC1 do in these assays?
EBI2 antag: 1; NR3A LBD binder: -1; Gli-Sufu antag: 12; APOBEC3G inh: -14; APOBEC3A inh: 3; MPTP block: 0.2; CCR6 antag: 1; CXCR6 block: -7

Results for COC(=O)[C@H](Cc1c[nH]c2ccccc12)NC(=O)CCCc1c[nH]c2ccccc12 ?
EBI2 antag: -3; NR3A LBD binder: 0; Gli-Sufu antag: 0; APOBEC3G inh: -8; APOBEC3A inh: -3; MPTP block: -1.6; CCR6 antag: 8; CXCR6 block: -5

What do the screens show for `O=C1C=C(c2ccc3c(c2)OCO3)C[C@@H](c2ccc(F)cc2)C1`?
EBI2 antag: 12; NR3A LBD binder: -1; Gli-Sufu antag: -3; APOBEC3G inh: -8; APOBEC3A inh: -4; MPTP block: -0.2; CCR6 antag: 16; CXCR6 block: 0

Results for CN(C)C(=O)c1cc(C(=O)c2ccccc2)c[nH]1 ?
EBI2 antag: 4; NR3A LBD binder: 1; Gli-Sufu antag: -11; APOBEC3G inh: -6; APOBEC3A inh: 0; MPTP block: 1.1; CCR6 antag: 6; CXCR6 block: -5

Results for Cc1ccc(S(=O)(=O)N(Cc2ccc(Cl)cc2)c2ccccc2C(=O)O)cc1 ?
EBI2 antag: -7; NR3A LBD binder: 3; Gli-Sufu antag: 13; APOBEC3G inh: -1; APOBEC3A inh: 1; MPTP block: 0.4; CCR6 antag: 5; CXCR6 block: 3

How did COc1ccccc1CNC(=O)COC(=O)c1c[nH]c2ccccc12 do in these assays?
EBI2 antag: 4; NR3A LBD binder: -1; Gli-Sufu antag: 0; APOBEC3G inh: 9; APOBEC3A inh: 3; MPTP block: -0.3; CCR6 antag: 17; CXCR6 block: -3

What do the screens show for `CCOc1ccc(-c2noc(-c3ccncc3)n2)cc1OCC`?
EBI2 antag: 4; NR3A LBD binder: -1; Gli-Sufu antag: 1; APOBEC3G inh: -7; APOBEC3A inh: -2; MPTP block: 0.8; CCR6 antag: 2; CXCR6 block: -6

What do the screens show for `COc1ccccc1N1C(=O)c2cccc3c(Cl)ccc(c23)C1=O`?
EBI2 antag: -5; NR3A LBD binder: -2; Gli-Sufu antag: 18; APOBEC3G inh: -5; APOBEC3A inh: -1; MPTP block: -0.1; CCR6 antag: 11; CXCR6 block: -19

Results for O=c1[nH]c2ccccc2nc1/C=C/c1ccc(F)cc1 ?
EBI2 antag: 7; NR3A LBD binder: -4; Gli-Sufu antag: -87; APOBEC3G inh: -3; APOBEC3A inh: 0; MPTP block: -0.6; CCR6 antag: -4; CXCR6 block: 3

Results for CC(C)(C)c1ccc(S(=O)(=O)NCCOCC(F)(F)C(F)F)cc1 ?
EBI2 antag: 1; NR3A LBD binder: 8; Gli-Sufu antag: 7; APOBEC3G inh: -9; APOBEC3A inh: -1; MPTP block: 3.7; CCR6 antag: 5; CXCR6 block: 0

What do the screens show for `CCC(C)[C@H](NC(=O)OC(C)(C)C)c1nnc(SCc2c(C)[nH]c(=O)[nH]c2=O)o1` (some centres undefined)?
EBI2 antag: 12; NR3A LBD binder: -1; Gli-Sufu antag: -5; APOBEC3G inh: -2; APOBEC3A inh: -1; MPTP block: -5.0; CCR6 antag: -25; CXCR6 block: 10

What do the screens show for `C=C(C)c1cccc(C(C)(C)NC(=O)Nc2cc(C)ccc2OC)c1`?
EBI2 antag: -7; NR3A LBD binder: -5; Gli-Sufu antag: 8; APOBEC3G inh: -4; APOBEC3A inh: 1; MPTP block: 6.2; CCR6 antag: -2; CXCR6 block: -6

Results for O=C1CNC(=S)N1C1CCCCCC1 ?
EBI2 antag: -3; NR3A LBD binder: 0; Gli-Sufu antag: -7; APOBEC3G inh: -6; APOBEC3A inh: 0; MPTP block: -1.8; CCR6 antag: 0; CXCR6 block: 2

What do the screens show for `COc1ccc(CC(=O)N2CCN(c3ccccc3)CC2)cc1`?
EBI2 antag: 13; NR3A LBD binder: 1; Gli-Sufu antag: 1; APOBEC3G inh: -8; APOBEC3A inh: -1; MPTP block: 0.4; CCR6 antag: 8; CXCR6 block: 2

What do the screens show for `O=C(O)c1cccnc1SC1CC(=O)N(c2ccccc2)C1=O` (centres undefined)?
EBI2 antag: -2; NR3A LBD binder: 0; Gli-Sufu antag: -3; APOBEC3G inh: -3; APOBEC3A inh: 5; MPTP block: 0.5; CCR6 antag: 1; CXCR6 block: -2

What do the screens show for `COc1ccc(NC(=O)CCN2CCN(S(=O)(=O)c3ccc(Br)cc3)CC2)cc1`?
EBI2 antag: 12; NR3A LBD binder: 2; Gli-Sufu antag: 3; APOBEC3G inh: -7; APOBEC3A inh: -4; MPTP block: -2.1; CCR6 antag: 4; CXCR6 block: 6

Results for COc1ccc(Nc2ccnc(Nc3ccc(OC)cc3)n2)cc1 ?
EBI2 antag: 20; NR3A LBD binder: -19; Gli-Sufu antag: -73; APOBEC3G inh: -7; APOBEC3A inh: 0; MPTP block: 78*; CCR6 antag: -11; CXCR6 block: -12

Results for CCO[C@H]1OC(C(=O)N2CCCCCCC2)=C[C@@H](c2ccc(C(F)(F)F)cc2)[C@@H]1CCCO ?
EBI2 antag: 0; NR3A LBD binder: 1; Gli-Sufu antag: 10; APOBEC3G inh: -14; APOBEC3A inh: -7; MPTP block: 0.2; CCR6 antag: 11; CXCR6 block: 10

How did COc1ccccc1CNC(=O)c1cccc(NC(=O)c2ccccc2)c1 do in these assays?
EBI2 antag: 4; NR3A LBD binder: -5; Gli-Sufu antag: 4; APOBEC3G inh: -1; APOBEC3A inh: 0; MPTP block: 3.7; CCR6 antag: 3; CXCR6 block: 5

Results for CC(C)c1ccc(/C=C(/C#N)c2nnc(NC(=O)c3ccccc3)s2)cc1 ?
EBI2 antag: 2; NR3A LBD binder: -7; Gli-Sufu antag: 21; APOBEC3G inh: -4; APOBEC3A inh: -8; MPTP block: 3.4; CCR6 antag: -12; CXCR6 block: -25

Results for COc1ccc(OC)c(C(=O)CN2C(=O)C(=O)N(C3CCCC3)C2=O)c1 ?
EBI2 antag: -1; NR3A LBD binder: -2; Gli-Sufu antag: -4; APOBEC3G inh: -6; APOBEC3A inh: 1; MPTP block: -0.5; CCR6 antag: 7; CXCR6 block: -4

How did Cc1ccc(C)c(Cn2cnc3c(oc4ccccc43)c2=O)c1 do in these assays?
EBI2 antag: 12; NR3A LBD binder: 1; Gli-Sufu antag: -17; APOBEC3G inh: -12; APOBEC3A inh: 0; MPTP block: -0.7; CCR6 antag: 5; CXCR6 block: -1

How did Cc1ccc(OCC(=O)NNC(=O)C2CSC3(C)CCC(=O)N23)cc1 (centres undefined) do in these assays?
EBI2 antag: 12; NR3A LBD binder: 2; Gli-Sufu antag: 1; APOBEC3G inh: -2; APOBEC3A inh: -4; MPTP block: -0.2; CCR6 antag: -1; CXCR6 block: 9

What do the screens show for `CCOC(=O)C1CCCN(C(=O)c2cc3nc(-c4ccc5c(c4)OCO5)cc(C(F)(F)F)n3n2)C1` (centres undefined)?
EBI2 antag: -1; NR3A LBD binder: 2; Gli-Sufu antag: -2; APOBEC3G inh: -3; APOBEC3A inh: 1; MPTP block: 1.4; CCR6 antag: -9; CXCR6 block: -14

Results for O=C(CCN1C(=O)S/C(=C\c2ccc(F)cc2)C1=O)Nc1ccc(O)cc1C(=O)O ?
EBI2 antag: 9; NR3A LBD binder: -2; Gli-Sufu antag: -22; APOBEC3G inh: 3; APOBEC3A inh: 2; MPTP block: -1.5; CCR6 antag: 5; CXCR6 block: -6

Results for O=C(NC1CCCC1)C(c1ccccn1)N(C(=O)c1csnn1)C1CC1 (centres undefined) ?
EBI2 antag: -3; NR3A LBD binder: -2; Gli-Sufu antag: -1; APOBEC3G inh: -7; APOBEC3A inh: -4; MPTP block: 0.3; CCR6 antag: -5; CXCR6 block: -9

Results for CSc1nc2c(c(=O)[nH]1)C(c1ccncc1)C(C(=O)OC(C)C)=C(C)N2 (centres undefined) ?
EBI2 antag: -4; NR3A LBD binder: -1; Gli-Sufu antag: 9; APOBEC3G inh: 2; APOBEC3A inh: 5; MPTP block: -0.4; CCR6 antag: -3; CXCR6 block: -1

How did Fc1nc(N2CCCC2)c(F)c(Oc2ccccc2Oc2c(F)c(F)nc(N3CCCC3)c2F)c1F do in these assays?
EBI2 antag: 0; NR3A LBD binder: 1; Gli-Sufu antag: 7; APOBEC3G inh: -3; APOBEC3A inh: 2; MPTP block: 1.0; CCR6 antag: -8; CXCR6 block: -6

What do the screens show for `O=C1N=NC2=C1c1c3ccccc3c(O)n1CC2`?
EBI2 antag: -15; NR3A LBD binder: -2; Gli-Sufu antag: -18; APOBEC3G inh: -2; APOBEC3A inh: 1; MPTP block: 0.4; CCR6 antag: 0; CXCR6 block: 0

What do the screens show for `CC1SCC(NC(=O)c2ccc(Cl)cc2)CS1` (centres undefined)?
EBI2 antag: 3; NR3A LBD binder: 0; Gli-Sufu antag: -14; APOBEC3G inh: -1; APOBEC3A inh: -5; MPTP block: 1.7; CCR6 antag: 6; CXCR6 block: -12

Results for COc1ccccc1NC(=S)Nc1cccc2cnccc12 ?
EBI2 antag: -1; NR3A LBD binder: 1; Gli-Sufu antag: 15; APOBEC3G inh: -1; APOBEC3A inh: -1; MPTP block: 47; CCR6 antag: 20; CXCR6 block: -10
